Source: PubChem (Sanford-Burnham Center for Chemical Genomics)
SENP8 block-1: blocks human SENP8 cleavage of Nedd8 substrate; Q96LD8; recombinant SENP8, Nedd8 substrate fluorescence; inhibition, % at 20 µM; actives 0.64% (n = 360,000); AID 602440; in the data active = inhibition mostly above about 40%, no sharp cut-off; inactive = mostly below about 27%
Target sequence (Q96LD8 whole entry, looked up): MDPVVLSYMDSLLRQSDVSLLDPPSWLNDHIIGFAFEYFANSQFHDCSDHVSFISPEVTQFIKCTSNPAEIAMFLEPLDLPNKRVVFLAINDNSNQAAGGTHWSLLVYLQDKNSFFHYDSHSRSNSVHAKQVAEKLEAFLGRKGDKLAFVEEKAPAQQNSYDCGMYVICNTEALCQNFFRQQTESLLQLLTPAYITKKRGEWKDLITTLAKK
Apaf1 inhib: blocks human Apaf-1 apoptosome activity | O14727 | reconstituted apoptosome caspase-3 activity, DEVD-Rh110 fluorescence | inhibition, % at 20 µM | actives 0.71% (n = 330,000); active = inhibition of at least 40% at 20 µM;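 note: plate controls were DMSO wells for no effect and DEVD-CHO caspase inhibitor wells for full effect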
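System: Apoptosome proteins | Medium: Hepes pH 7.5 with detergent and BSA | Also added: Cytochrome c trigger plus (Z-DEVD)2-Rh110 caspase-3 substrate | Incubation: 30 min compound preincubation, 50 min activation, room temperature | Detection: Rhodamine 110 fluorescence at Ex 480/Em 540 nm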
SENP8 block-2: inhibitors of human SENP8 protease; inhibition, % at 10 µM; AID 2540; purified SENP8, Z-RLRGG-aminoluciferin cleavage, luminescence; actives 1.2% (n = 330,000); Q96LD8; in the data active = inhibition above about 50%
SENP7 inh: blocks the human protease SENP7. inhibition, % at 5 µM. AID 434973. recombinant SENP7, Z-RLRGG-aminoluciferin luminescence, 40 min. actives 1.5% (n = 330,000). Q9BQF6;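 active = inhibition above about 50% at the single test dose, limit read from the data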;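 note: plate controls were DMSO with enzyme for no effect and no enzyme buffer wells for full effect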
SENP6 inh: inhibitors of human SENP6 protease; Q9GZR1; Recombinant SENP6 catalytic domain, aminoluciferin luminescence; inhibition, % at 10 µM; actives 1.8% (n = 330,000); AID 2599;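 active = inhibition above about 50% at the single tested dose, limit read from the data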;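 note: plate controls were DMSO wells with enzyme for no effect and DMSO wells lacking enzyme for full effect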
Target sequence (Q9GZR1 628-1112 limits assumed): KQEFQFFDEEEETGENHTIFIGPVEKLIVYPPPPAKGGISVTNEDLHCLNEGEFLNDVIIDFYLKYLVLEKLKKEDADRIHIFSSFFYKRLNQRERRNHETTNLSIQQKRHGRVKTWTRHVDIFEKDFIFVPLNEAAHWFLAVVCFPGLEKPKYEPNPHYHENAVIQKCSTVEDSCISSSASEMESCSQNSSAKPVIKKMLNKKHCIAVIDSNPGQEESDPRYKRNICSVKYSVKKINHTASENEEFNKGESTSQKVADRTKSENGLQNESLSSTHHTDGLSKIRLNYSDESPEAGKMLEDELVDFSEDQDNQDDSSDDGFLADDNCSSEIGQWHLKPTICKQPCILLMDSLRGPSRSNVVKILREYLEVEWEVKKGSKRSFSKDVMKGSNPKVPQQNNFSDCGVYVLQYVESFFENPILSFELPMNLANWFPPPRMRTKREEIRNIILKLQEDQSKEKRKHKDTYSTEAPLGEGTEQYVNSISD
PfG6PD inh: PfG6PD (Plasmodium falciparum) enzyme inhibition. PfGluPho enzyme, NADPH resazurin-diaphorase fluorescence. actives 0.78% (n = 350,000). inhibition, % at 20 µM. AID 504690;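 active = inhibition reaching at least a set limit at 20 µM in the primary screen, cut at about 59% in these data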;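 note: 0% = DMSO wells with substrate and 100% = DMSO wells lacking glucose-6-phosphate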
SENP1 FRET inh: inhibitors of human SENP1 SUMO protease catalytic domain | Q9P0U3 | recombinant SENP1 catalytic domain, CyPet-SUMO1-YPet FRET cleavage | inhibition, % at 10 µM | actives 0.21% (n = 360,000);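 active = inhibition at least 30% at 10 µM, raw YFP signal under a set limit, fluorescence ratio 0.5 to 1.5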;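 note: 0% = enzyme with DMSO and 100% = no enzyme wells; some results filed as inactive read as strong as hits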
Target sequence (Q9P0U3 419-644 limits assumed): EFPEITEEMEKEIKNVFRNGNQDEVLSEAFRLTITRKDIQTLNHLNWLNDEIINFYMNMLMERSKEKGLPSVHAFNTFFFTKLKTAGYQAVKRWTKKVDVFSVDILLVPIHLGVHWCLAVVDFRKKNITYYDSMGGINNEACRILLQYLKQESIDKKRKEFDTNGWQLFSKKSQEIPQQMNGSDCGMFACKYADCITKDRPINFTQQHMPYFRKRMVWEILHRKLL
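Assay system: hSENP1 catalytic domain, recombinant. Amount: SENP1 enzyme, 20 pM final. Schedule: 50 min reaction, RT, dark. Technique: FRET, CFP and YFP emission. Control set: no-enzyme wells low, DMSO-plus-enzyme wells high control.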
HKDC1 inh: HKDC1 (human) hexokinase inhibition | actives 0.16% (n = 340,000) | inhibition, % at 20 µM | Q2TB90 | recombinant HKDC1, G6PDH/diaphorase resazurin coupled fluorescence;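 active = inhibition above about 35% when tested at 20 µM, limit read from the data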;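 note: plate controls were DMSO wells with enzyme for no effect and DMSO wells lacking enzyme for full effect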
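test system = in-house recombinant HK5 (HKDC1) enzyme | amount = HKDC1 at 5 µg/mL | control set = DMSO-enzyme wells negative, buffer-substituted wells positive | compound = one dose of 20 µM, 1% DMSO | schedule = reaction time 90 min, room temperature, protected from light | technique = resorufin fluorescence at 613 nm | reagent = glucose with 1 mM ATP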
* = called active by the depositor; nt = no result given.

No.	Structure	PfG6PD inh	HKDC1 inh	Apaf1 inhib	SENP6 inh	SENP8 block-2	SENP1 FRET inh	SENP7 inh	SENP8 block-1
1	CCC(C)(C)C1CCc2[nH]nc(C(=O)NN)c2C1 (stereo not drawn)	8	-1	17	-9	-11	2	0	25
2	C(=C\c1ccncc1)/c1ccncc1	-18	-8	-12	-14	-16	-2	-8	21
3	Cc1ccc(S[C@@H](CCN2CC[C@H](C)CCC2=O)c2ccccc2)cc1	12	-2	29	-6	-5	1	4	14
4	Cc1ccc(N(C)C(=O)C2CCN(S(=O)(=O)c3ccc4c(c3)oc(=O)n4C)CC2)cc1	7	-3	0	-4	6	3	0	12
5	COCCn1nnnc1C(c1ccc(C)cc1)N1CCN(Cc2ccc3c(c2)OCO3)CC1 (stereo not drawn)	-12	-7	nt	nt	nt	0	nt	24
6	Fc1cccc2sc(Nc3nnc(-c4ccco4)o3)nc12	1	8	0	42	17	-10	-6	-339
7	COc1ccc(NC(=O)c2ccc3nc[nH]c3c2)c(OC)c1	-12	-3	-2	9	2	-2	-3	29
8	O=C(NCC1CC1)Nc1ccccc1F	3	-8	-5	5	-1	0	5	18
9	Cn1cc(C(=O)C(=O)N2CCCc3ccccc32)c2ccccc21	22	-3	-6	3	1	-2	-11	20
10	COc1ccc(-c2ccc(-c3cc(=O)oc4c(C(C)C)ccc(C)c34)cc2)cc1	16	-2	19	nt	nt	-3	3	-318
11	CCSc1nc2sc3c(c2c(=O)[nH]1)CCc1ccccc1-3	-1	4	14	-5	3	-3	3	-60
12	COC(=O)c1ccc(C2c3c(oc4ccc(Cl)cc4c3=O)C(=O)N2CCN2CCOCC2)cc1 (stereo not drawn)	16	-8	-9	12	3	10	9	8
13	CCC(=O)NCCCCCCCCCNC(=O)CC	-3	9	9	-18	-13	3	-13	14
14	CC1(OC(=O)c2ccc(Cl)nc2)C(=O)C=C2C=C(c3ccsc3)OC=C2C1=O (stereo not drawn)	nt	nt	22	14	4	nt	-7	nt
15	COc1cc(/C=N/NC(=O)c2cc(-c3cccc(Br)c3)nc3ccccc23)cc(OC)c1O	16	-2	-5	-9	-4	2	0	6

Reprinted from the part before: 4 entries, followed by the next part.
No.	Structure	PfG6PD inh	HKDC1 inh	Apaf1 inhib	SENP6 inh	SENP8 block-2	SENP1 FRET inh	SENP7 inh	SENP8 block-1
12	COC(=O)c1ccc(C2c3c(oc4ccc(Cl)cc4c3=O)C(=O)N2CCN2CCOCC2)cc1 (stereo not drawn)	16	-8	-9	12	3	10	9	8
13	CCC(=O)NCCCCCCCCCNC(=O)CC	-3	9	9	-18	-13	3	-13	14
14	CC1(OC(=O)c2ccc(Cl)nc2)C(=O)C=C2C=C(c3ccsc3)OC=C2C1=O (stereo not drawn)	nt	nt	22	14	4	nt	-7	nt
15	COc1cc(/C=N/NC(=O)c2cc(-c3cccc(Br)c3)nc3ccccc23)cc(OC)c1O	16	-2	-5	-9	-4	2	0	6
16	O=C(Cn1cc([N+](=O)[O-])cn1)N1CCc2ccccc2C1	-4	-5	-19	8	4	2	-1	23
17	Cc1ccc(OCC(=O)N2CCN(S(=O)(=O)c3ccccc3[N+](=O)[O-])CC2)cc1	5	-6	12	-2	-2	3	-10	8
18	CCN1CNC(=S)N(c2ccccc2C)C1	4	-2	-3	-15	-3	3	-11	7
19	Cc1ccc(S(=O)(=O)N2CCCCC2)cc1NC(=O)COC(=O)CN1C(=O)NC2(CC(C)CC(C)(C)C2)C1=O (stereo not drawn)	7	0	nt	nt	nt	1	nt	10
20	Cc1ccc(C)c(Cn2cnc3c(nnn3-c3ccc(F)cc3)c2=O)c1	-7	6	-3	-9	-4	2	-5	-7
21	CCOc1ccc2oc(C(=O)NCc3ccccc3CN3CCCC3)c(C)c2c1	16	-4	30	-4	-4	-10	3	-290
22	O=C(NCCc1ccc(F)cc1)N[C@@H](Cc1ccccc1)C(=O)O	-9	0	1	-30	-6	1	-4	22
23	O=[N+]([O-])c1c(NCCO)cc(Sc2nc3ccccc3s2)c2nonc12	89*	11	91*	79*	85*	-9	79*	76*
24	CCC(C)(C)NC(=O)C(c1ccccn1)N(C(=O)c1csnn1)c1ccc(C)cc1 (stereo not drawn)	18	-1	13	-10	-2	1	-11	-3
25	COc1ccc(C2/C=C\CC(OCc3ccccc3)CC(=O)N2Cc2cccc(F)c2)cc1 (stereo not drawn)	19	-1	30	nt	nt	-2	-3	-4
26	C=CCOc1ccc(C2/C(=C(\O)c3ccc4c(c3)OCCO4)C(=O)C(=O)N2CCCN2CCOCC2)cc1 (stereo not drawn)	-17	-5	19	-15	1	-4	4	6
27	CN(C)C(=O)CN(c1ccc(F)c(Cl)c1)S(C)(=O)=O	-6	-6	-16	-18	-7	0	4	16
28	O=C(COC(=O)Cc1c(Cl)cccc1Cl)Nc1ccc(OC(F)(F)F)cc1	19	6	13	5	2	0	-3	11
29	O=C1c2ccccc2C(=O)N1CCCCNc1ccccc1	6	-5	nt	nt	nt	4	nt	5
30	O=C1C(Cc2ccccc2)S/C(=N/N=C/c2ccco2)N1c1ccccc1 (stereo not drawn)	2	-4	-1	5	7	2	6	22
31	CCCCCC(=O)Nc1cccc(C2=NOC3(C2)C[C@H](C(N)=O)N(C(=O)CCCCC)C3)c1 (stereo partly drawn)	15	-1	8	-10	0	0	3	9
32	COC(=O)C1CCN(c2nc3ccccc3nc2C(C#N)C(=O)NCCc2ccccc2)CC1 (stereo not drawn)	-8	12	13	-6	1	10	14	-44
33	O=C(NCCCn1ccnc1)/C(=C/c1ccco1)NC(=O)c1ccco1	-3	1	-19	-3	7	0	1	18
34	Cc1cc(C(F)F)n2nc(C(=O)Nc3c(F)cc(F)cc3Br)nc2n1	-13	-1	-2	-4	-2	1	-1	19
35	C#CCOCCOCCOCCNc1nc(N2CCN(C(=O)[C@H](Cc3ccc(O)cc3)n3cc([C@@H](N)CC(C)C)nn3)CC2)nc(N2CCN(C(=O)[C@H](Cc3ccc(O)cc3)n3cc([C@@H](N)CC(C)C)nn3)CC2)n1	nt	nt	13	-13	1	nt	3	nt
36	Cc1onc(-c2ccccc2)c1CNC(=O)Nc1cccc(Cl)c1	2	1	11	-2	-1	3	5	16
37	CC(NC(=O)c1ccccc1Br)C1CC2CCC1C2 (stereo not drawn)	-11	0	-16	-13	7	2	9	22
38	OCCC1CN(C/C(Cl)=C/c2ccccc2)CCN1C1CCCC1 (stereo not drawn)	-15	-7	2	6	-7	-1	1	5
39	O=c1[nH]c2c(s1)C(c1cccnc1)C1C3CCC(C3)C1S2 (stereo not drawn)	-22	-1	9	9	-6	-57	-1	29
40	COc1ccc(NC(=O)CC2SC3=NCCN3C2=O)cc1 (stereo not drawn)	-18	17	-9	-15	-1	3	-7	2
41	O=C(CC(Nc1ccc(Cl)cc1Cl)C(=O)O)c1ccccc1 (stereo not drawn)	-8	1	-18	-14	-2	3	-5	26
42	CNC(=S)N/N=C(\C)c1ccc(C(C)(C)C)cc1	-10	5	2	-2	-1	4	-1	21
43	C[C@@H]1C=C(C(=O)N2CCN(C)CC2)O[C@H](OCc2ccc(CO)cc2)C1	12	-1	-5	-16	-10	-3	0	6
44	Cc1cc(C)nc(/N=C(\NC(=O)C(C)(C)C)Nc2ccc(F)cc2)n1	-3	3	10	-23	-8	0	2	21
45	O=C(NCc1cccnc1)C1CC2c3ccccc3C1c1ccccc12 (stereo not drawn)	-16	-3	5	0	4	2	2	7
46	COc1ccccc1/C=C\C(=O)NCC(=O)N/N=C/c1ccc(O)cc1O	-30	-41	-22	0	-3	1	-11	-17
47	COc1ccc(CC(=O)N/N=C(\C)c2ccccn2)cc1	6	-2	-9	-8	-4	-1	0	-2
48	COC(=O)C(NC(=O)c1ccccc1)(Nc1nc(C)cs1)C(F)(F)F (stereo not drawn)	-14	2	-3	-4	-11	0	-7	11
49	Cc1ncc(CO)c(/C=N/NC(=O)c2ccccc2Br)c1O	-7	-23	-10	-11	-8	-26	0	-357
50	COc1ccc(COC(=O)C2CCN(S(=O)(=O)c3ccc(C)cc3)CC2)cc1	10	0	22	-3	-5	-2	5	8
51	CC(C)CCN1CCC(N)=NC1=O	-2	-8	nt	nt	nt	3	nt	16
52	O=C(CNC(=O)c1ccco1)NCC(=O)OCc1cccc(Cl)c1	-2	-2	-1	13	4	2	15	3
53	O=C(NCCCN1CCOCC1)c1ccc(CSc2ccc(Cl)cc2)cc1	-13	5	2	11	-9	0	-1	4
54	COc1ccc(-n2c(=O)c3c4c(sc3n(CC(=O)NC3CCCC3)c2=O)CCCC4)c(OC)c1	-13	-3	4	-13	-2	3	-3	17
55	O=C(O)/C=C/C(=O)Nc1ccc(-n2nccc2C(F)(F)F)cc1	-5	-5	-12	8	7	0	1	3
56	O=C(c1ccc2c(c1)C(=O)N(CCCO)C2=O)c1ccc2c(c1)C(=O)N(CCCO)C2=O	-10	-4	-6	2	-1	2	-1	10
57	CC(C)NC(=O)CSc1nc(N)c(NC(=O)c2ccco2)c(=O)[nH]1	-11	-8	11	9	1	1	4	12
58	CC1=NN(C(=O)CCCc2ccccc2)C(O)(C(F)(F)F)C1 (stereo not drawn)	-15	-12	11	-46	-15	1	-5	6
59	CC1(C)Cc2c(sc3ncn4c(=S)[nH]nc4c23)CO1	49	-2	-10	20	5	-4	-1	-5
60	COc1ccc(OC)c(-n2c(CN3CCC(C(N)=O)CC3)nc3ccccc3c2=O)c1	2	8	-8	-14	2	-1	0	12
61	O=C(NCc1ccccn1)Nc1ccc(F)cc1	11	-1	-5	-6	3	1	7	4
62	C/C(N)=C(/C#N)C(=O)COC(=O)c1ccccc1C(=O)c1ccc(C)cc1	11	1	11	-3	-10	-3	-5	18
63	CCCCOc1ccc(C(=O)Nc2ccc(N3CCN(C)CC3)cc2)cc1	2	3	3	-7	3	3	0	23
